Screens as filed in PubChem.
Vif imaging – HIV Vif self-association inhibitors, primary screen, imaging, HEK293T, single point; AID 602346, 2012; HEK293T cells, Vif self-association by quenched fluorescence, 24 h; 0.35% of 340,000 active; inhibition, % at 7.49 µM; in the data active = inhibition above about 50%, passing the limit was not always enough; also: some results filed as inactive read as strong as hits
SRC3 inh – SRC3 coactivator transcriptional activity inhibitors, primary screen, cell-based, luminescence; 0.17% of 360,000 active; HEK293 GAL4-SRC3 luciferase reporter; AID 588352, 2011; inhibition, % at 3.6 µM;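 active = inhibition above a per-campaign cutoff, the mean of all compounds plus 3 SD, cut at about 60% in these data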;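 also: 0% = DMSO-treated cells and 100% = gossypol-treated cells at 36 µM; higher means less SRC3-driven luciferase light from the GAL4 reporter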
NOD2 RIPK2 PPI – NOD2-RIPK2 binding disruptors in cells, primary screen, fluorescence, CHO cells, BLA complementation; inhibition, % at 4.98 µM; CCF4 ratio; Receptor-interacting serine/threonine-protein kinase 2 (Homo sapiens), O43353; 0.38% of 360,000 active; in the data active = inhibition above about 21%;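 also: 0% = vehicle only and 100% = reference blocker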
Target sequence (O43353 whole entry, looked up): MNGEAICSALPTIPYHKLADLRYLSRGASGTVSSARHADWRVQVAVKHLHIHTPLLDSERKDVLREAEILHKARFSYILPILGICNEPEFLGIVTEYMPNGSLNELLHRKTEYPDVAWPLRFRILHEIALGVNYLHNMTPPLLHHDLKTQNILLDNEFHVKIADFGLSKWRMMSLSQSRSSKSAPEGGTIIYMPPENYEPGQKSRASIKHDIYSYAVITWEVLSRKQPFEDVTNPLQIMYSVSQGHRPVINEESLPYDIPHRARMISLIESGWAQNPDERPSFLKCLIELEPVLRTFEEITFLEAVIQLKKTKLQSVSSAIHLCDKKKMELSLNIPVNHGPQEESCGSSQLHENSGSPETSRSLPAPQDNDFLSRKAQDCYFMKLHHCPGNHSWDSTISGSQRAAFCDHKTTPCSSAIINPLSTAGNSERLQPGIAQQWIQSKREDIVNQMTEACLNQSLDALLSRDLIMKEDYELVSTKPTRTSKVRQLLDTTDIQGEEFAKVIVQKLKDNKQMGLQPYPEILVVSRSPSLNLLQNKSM
TROY NFkB inh – inhibitors of TROY-driven NF-kB signaling, primary screen, Q293 LMP1-TROYcd cells, NF-kB luciferase, uHTS; AID 1347056, 2019; inhibition, % at 10 µM; 0.98% of 360,000 active; Q293 LMP1-TROYcd NF-kB luciferase reporter, 4 h;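 active = compounds whose plate-normalised and pattern-corrected inhibition of the luciferase reporter signal at the single screening dose is 50% or more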
EBV LMP1 NFkB – EBV LMP1-driven NF-kappaB luciferase reporter inhibitors, primary screen, cell-based, luminescence, single point; LMP1-induced NF-kappaB luciferase reporter cells; inhibition, % at 12.5 µM; 0.69% of 350,000 active; AID 504558, 2011; in the data active = inhibition above about 41%;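 also: 0% = neutral control wells and 100% = reference inhibitor control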
NCOA1 inh – SRC1 coactivator transcriptional activity inhibitors, primary screen, cell-based, luminescence; Nuclear receptor coactivator 1 (Homo sapiens), Q15788; HEK293 GAL4-SRC1 luciferase reporter; inhibition, % at 3.6 µM; 0.12% of 360,000 active; AID 588354, 2011;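 active = inhibition above the campaign mean plus 3 SD, with each screening campaign given its own cutoff, cut at about 60% in these data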;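 also: 0% = DMSO treated cells and 100% = gossypol at 36 µM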
C8 TRAIL sens – viability loss with TRAIL in NB7+C8 cells, primary screen, TRAIL sensitizer project, cell-based, ATPlite luminescence | inhibition (viability loss, TRAIL sensitization), % at 10 µM | 1% of 360,000 active | AID 624354, 2012;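 active = compounds causing at least 50% loss of cell viability in the single-dose screen, relative to plate controls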
TLR9-MyD88 block – inhibitors of TLR9-MyD88 association in cells, primary screen, cell-based, CHO, BLA complementation, fluorescence | inhibition, % at 4.98 µM | CCF4 FRET ratio | Toll-like receptor 9 (Homo sapiens) + Myeloid differentiation primary response protein … | 0.21% of 340,000 active;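 active = inhibition above the mean over all tested compounds plus 3 SD, cut at about 21% in these data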;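 also: 0% = DMSO only wells and 100% = clavulanate BLA inhibitor control wells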
NR5A2 inv ag – LRH-1 (NR5A2) inverse agonists, primary screen, cell-based, luminescence, HEK293T, StAR-luciferase reporter; LRH-1 transfected, 24 h; Nuclear receptor subfamily 5 group A member 2 (Homo sapiens), O00482; inhibition, % at 3.6 µM; 0.13% of 360,000 active; AID 602396, 2012;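 active = inhibition above the mean inhibition of all tested compounds plus 3 SD, cut at about 73% in these data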;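 also: 0% = DMSO wells and 100% = reporter-only cells lacking LRH-1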
Target sequence (O00482 whole entry, looked up): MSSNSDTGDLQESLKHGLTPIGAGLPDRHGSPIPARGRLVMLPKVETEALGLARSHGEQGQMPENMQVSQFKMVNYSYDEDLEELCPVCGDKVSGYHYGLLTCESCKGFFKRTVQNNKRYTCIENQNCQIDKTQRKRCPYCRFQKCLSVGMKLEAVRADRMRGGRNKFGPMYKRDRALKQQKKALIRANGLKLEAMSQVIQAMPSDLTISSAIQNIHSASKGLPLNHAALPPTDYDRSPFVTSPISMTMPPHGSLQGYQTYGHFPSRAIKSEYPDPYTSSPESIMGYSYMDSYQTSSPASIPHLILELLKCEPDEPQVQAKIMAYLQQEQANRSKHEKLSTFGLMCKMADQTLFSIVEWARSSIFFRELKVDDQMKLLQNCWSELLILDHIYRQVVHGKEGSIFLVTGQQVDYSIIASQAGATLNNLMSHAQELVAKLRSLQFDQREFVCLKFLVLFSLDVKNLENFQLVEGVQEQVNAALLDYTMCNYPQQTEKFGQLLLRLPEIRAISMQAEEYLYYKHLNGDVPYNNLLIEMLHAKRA
COUP-TFII inh – NR2F2 transcriptional activity inhibitors, primary screen, cell-based, luciferase reporter, HEK293T, luminescence | HEK293T NGFI-A luciferase reporter | 0.7% of 370,000 active | COUP transcription factor 2 (Homo sapiens), P24468 | inhibition, % at 8.6 µM;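 active = inhibition above a per-plate cutoff, mean inhibition of test wells between control levels plus 3 SD, cut at about 38% in these data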;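 also: cells cotransfected with COUP-TFII expression vector driving the NGFI-A reporter; 0% = median of COUP-TF2 test wells and 100% = reporter-only cells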
SRC2 inh – inhibition of GAL4-SRC2 driven luciferase reporter, primary screen, SRC2 inhibitor project, cell-based, luminescence | Nuclear receptor coactivator 2 (Homo sapiens), Q15596 | HEK293 GAL4-SRC2 luciferase reporter | inhibition, % at 9 µM | 0.17% of 370,000 active | AID 651957, 2012;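 active = inhibition above the mean inhibition of all tested compounds plus 3 SD, set per campaign, cut at about 52% in these data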;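 also: 0% = DMSO treated cells and 100% = cells given Gossypol at 36 µM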
Numbers without * were called inactive; . = not tested or not shown. These rows are one share of the data. The share of hits here may be higher or lower than overall.

Under each structure: Vif imaging, SRC3 inh, NOD2 RIPK2 PPI, TROY NFkB inh, EBV LMP1 NFkB, NCOA1 inh, C8 TRAIL sens, TLR9-MyD88 block, NR5A2 inv ag, COUP-TFII inh, SRC2 inh
- CC(=O)N1CCN(S(=O)(=O)c2ccc(C)cc2)C1C(C)C (stereo unspecified)
  -18, 10, 0, -11, -4, -3, 2, 6, 2, -12, -9
- CN(C)c1ccc(C(=O)NCc2ccc3c(c2)OCO3)cc1
  3, -5, -1, -7, -3, -37, 13, -9, -2, 10, -19
- CC1CC(C)(C)NC(=S)N1CC(=O)NCc1ccccc1Cl (stereo unspecified)
  7, 11, 7, 10, -6, -5, -20, 0, 5, 5, 12
- O=C(COc1ccc(Cl)cc1)Nc1ccc(C(=O)O)cc1NC(=O)COc1ccc(Cl)cc1
  -5, -24, 4, -15, 5, -14, 5, 7, 9, 8, 15
- Cc1ccc(C)c(N2N=C(C(=O)Nc3nccs3)CCC2=O)c1
  8, 3, 0, 27, 7, -11, -1, 0, -7, -10, 1
- COc1cc(Cl)c(CNC[C@H]2O[C@@H](n3cnc4c(N)ncnc43)[C@H](O)[C@@H]2O)c(Cl)c1O
  -7, -1, 9, 3, 7, 10, 6, -8, -6, -9, -3
- CC(=O)Nc1ccc(S(=O)(=O)N(C)CC(=O)OCC(=O)N(C)C2CCS(=O)(=O)C2)cc1 (stereo unspecified)
  -2, 8, -8, 5, -2, -7, -28, -4, 25, -11, 7
- CC(C)(CN1CCc2ccccc2C1)NS(=O)(=O)c1ccccc1
  -2, 5, -10, -9, 0, 19, -10, -4, 5, 2, 4
- Cc1ccc(C(C)(C)C)cc1S(=O)(=O)N1CC(=O)Nc2ccccc21
  -18, -12, -3, -9, -2, 8, 4, -2, -6, 3, -2
- O=C(NC(=S)Nc1cccnc1)c1cccc(Br)c1
  6, -27, -4, -36, -14, -11, 0, 2, -26, -27, -17
- O=C(CCC(=O)Nc1ccccc1Cl)NNC(=O)c1ccccc1[N+](=O)[O-]
  0, 14, -1, 13, -9, -19, -3, -13, 6, -21, 6
- COc1ccc(NC2CCCN(C(=O)c3cccc(N(C)C)c3)C2)cc1 (stereo unspecified)
  9, 10, -1, 0, -4, 2, -24, 11, 2, -8, 22
- Cc1cc(C(=O)N/N=C/c2c(CO)cnc(C)c2O)c2ccccc2n1
  4, 8, -3, -2, 10, -27, 17, 1, 18, 9, 2
- C/C(=N\NC(=O)CCC(=O)O)c1c(-c2ccccc2)c2cc(Br)ccc2[nH]c1=O
  13, 9, -14, 7, -1, -6, 9, -9, -9, 5, 27
- CCN1C(=O)[C@H]2[C@@H](c3ccc(SC4CCCCC4)cc3)N[C@@](CC(C)C)(C(=O)OC)[C@H]2C1=O
  0, 10, -2, -9, 3, 8, 13, 7, 27, -3, -21
- COc1ccc(CNC(=O)C2CCN(S(=O)(=O)c3ccc(N4CCCC4=O)cc3)CC2)cc1
  6, -10, -7, 9, 6, 8, 0, -5, -11, -8, -1
- CCOC(=O)[C@@H]1[C@H]2COc3ccc(Br)cc3[C@@H]2N2C(=O)N(c3cccc(F)c3)C(=O)[C@@]12C
  ., 5, 0, 1, -7, 6, 0, 4, 2, -5, -25
- CCn1nc(NS(=O)(=O)c2ccccc2[N+](=O)[O-])c2cc3cccc(C)c3nc21
  -4, -1, -7, 3, -2, 3, -11, -5, 2, -3, 7
- COc1ccc(/C=C/C(=O)Nc2cc(F)ccc2C)cc1S(=O)(=O)N1CCOCC1
  -4, 16, -14, 18, 10, 8, 8, 5, -2, 8, 8
- Cc1ccc2nc(-c3cccc(S(=O)(=O)N(C)C)c3)cn2c1
  -10, -52, -11, -8, -23, -100, 12, -4, -76, -21, -33
- O=C(O)CCCNS(=O)(=O)c1ccc(Br)s1
  0, -14, -8, -7, 5, 4, -8, -1, -20, -11, -2
- Fc1ccc(N2CCN(c3ccc4c(C(F)(F)F)cc(C(F)(F)F)nc4n3)CC2)cc1
  2, 11, -17, -13, 4, 5, 0, 0, -1, -6, 6
- O=C(NC(=S)Nc1ccc2c(c1)OCO2)c1ccc(Cl)cc1
  12, -75, 14, -59, -31, -73, 4, 0, -70, -24, -56
- CCN1C[C@@H]2[C@@H]3C(=O)N(Cc4ccccc4)C(=O)[C@@H]3[C@](C)(C1=O)N2C(=O)c1ccc(C)cc1
  -6, -17, -10, -2, -3, -23, -6, -1, -21, -6, 2
- O=C(NCc1nc(-c2ccccc2)no1)c1cccs1
  4, 4, -1, 4, -5, 9, 3, -4, -24, -12, -18
- CC1=CC(c2ccccc2)NC(=S)N1 (stereo unspecified)
  0, -2, 0, 8, 2, -6, -16, -8, 16, -8, -3
- C/C(=N\N1CCN(C2c3ccccc3-c3ccccc32)CC1)c1cccnc1
  17, 17, -4, -1, -9, -18, 4, 4, 4, -1, 21
- C/C(=N\NC(=O)c1c(Cl)c(C)nn1C)c1cccc(NC(=O)COc2ccc(Cl)cc2)c1
  -1, -9, 2, 8, -5, -14, 6, 0, -17, 0, 1
- COc1ccc(NC(=O)CCS(=O)(=O)c2ccc3nc(C)sc3c2)cc1OC
  3, 8, 0, -5, 2, 12, -5, -1, -7, 11, 0
- C/C(=N\NC(=O)c1ccc(N2CCCC2=O)cc1)c1ccncc1
  1, 6, -5, 25, -1, -5, 3, -2, -12, 8, -11
- O=C(NNC(=O)c1cccnc1)Nc1cccc2ccccc12
  3, -17, -8, -1, -3, -2, -3, -3, 10, -9, -14
- CCOc1ccc(CNS(=O)(=O)c2cc(-c3cc(C)no3)ccc2OC)cc1OC
  -4, 13, 2, -10, -5, -6, -19, 1, 14, 5, 9
- CCn1c2ccccc2c2cc(NC(=O)COC(=O)c3cc(S(N)(=O)=O)c(Cl)cc3Cl)ccc21
  0, 31, -6, 14, -16, 16, 10, -10, 7, 3, 5
- CC(=O)Nc1ccc(S(=O)(=O)N2CCN(S(=O)(=O)c3ccc(NC(C)=O)cc3)CC2)cc1
  2, 1, -7, -17, -9, 8, 18, 4, -13, -7, 9
- CC(C)(C)c1ccc(C(O)c2ncc(-c3ccccc3Cl)[nH]2)cc1 (stereo unspecified)
  ., -3, 3, 17, ., 2, 0, ., -5, 10, -4
- CC(NS(=O)(=O)c1ccc2c(c1)CC(=O)N2C)c1ccccc1 (stereo unspecified)
  -4, 1, -10, -11, -12, 12, -11, -6, -2, -12, -13
- CC(=O)c1nn(-c2ccc(Cl)cc2)cc1C(=O)c1ccccc1
  5, -10, 13, 10, 4, 4, 13, -4, 3, -16, -32
- CC(C)c1nc(CNC(=O)CCc2nnc(-c3ccsc3)o2)cs1
  -3, -7, -3, -17, -1, -11, -5, 4, -2, 2, -6
- COc1cc(SC)ccc1C(=O)Nc1nc(C)cs1
  -4, 57, 1, 86*, 77*, 41, 93*, -1, 26, 68*, 73*
- CC(C)CCNC(=O)CNC(=S)N(CCCN1CCOCC1)Cc1cccs1
  3, -3, -16, -17, -1, 8, 1, -6, 12, -13, -13
- COc1ccc(C(=O)NCCc2nnc3ccc(SCC(=O)Nc4ccccc4F)nn23)cc1
  ., 17, -9, -11, 3, -23, -1, 4, -5, 7, -14
- CC(=O)Nc1ccc(C(=O)N2CCCCC2c2cc(C(=O)N3CCOCC3)no2)cc1 (stereo unspecified)
  8, 3, 0, -9, ., 2, -11, ., 16, -3, -17
- CCCCn1c(SCC(=O)c2ccc(O)cc2O)nc2cc(S(N)(=O)=O)ccc21
  19, 11, -5, 8, -3, -1, -4, -9, 7, 11, 2
- Cc1nn(S(=O)(=O)c2ccc(F)cc2)c(C)c1S(=O)(=O)N1CCCCC1
  -5, 4, 2, -12, -6, -63, -9, -3, -13, 7, 1
- Cc1ccccc1Cn1cc(NC(=O)c2nc3ncccn3n2)cn1
  -1, -39, 7, -8, -25, -51, 6, -4, -32, -34, -14
- CCC(C)NC(=O)COC(=O)Cc1sc(N)nc1-c1ccc(C)cc1 (stereo unspecified)
  1, 1, -6, 3, 4, -5, -6, 8, 17, -10, 4
- O=C(Nc1ccc(S(=O)(=O)NCc2ccco2)cc1)C1CCCCC1
  -10, 2, -4, 3, 13, -10, 9, 9, 9, 5, -35
- CCc1ccc(-c2cc(C(=O)Nc3c(C)n(C)n(-c4ccccc4)c3=O)c3ccccc3n2)s1
  7, 21, 3, -31, -6, 3, 27, 8, 15, ., .
- CCOC(=O)CNC(=O)c1ccc(OCC(F)(F)F)cc1
  9, -29, 2, -18, -1, -61, 16, -2, -60, -49, -46
- COc1ccccc1[C@H]1C(c2ccccc2)=NN(c2ccccc2)[C@@H]1CO
  1, -6, 14, -11, -3, 4, 9, -5, -16, ., .
- Cc1ccccc1Oc1ccc2c(c1)[C@@H]1C[C@H](N(C)C(=S)Nc3ccc(F)cc3)[C@H]([C@H](C)O)C(=O)N1CC2
  0, 8, -8, 10, 16, -15, -7, 3, -5, 11, -7
- COC(=O)[C@@H]1C[C@@]2(O)[C@@H](O)[C@@H](O)[C@@H](O)C[C@H]2N1Cc1ccc(-c2ccccc2)cc1
  3, -18, -12, -4, -3, -2, -21, 4, 5, -8, -2
- Cc1nnc(SCC(=O)NC(C)(C)C)n1NCc1ccc(Cl)cc1
  -7, 13, -12, 7, 0, -7, -23, 6, 2, 2, -16
- Cc1ccc(C(=O)N(CC(=O)NC2CCCC2)c2cccc(F)c2)s1
  3, -2, -10, 2, 0, 7, -3, -7, 8, 4, -5
- Cc1ccc(-c2nc3ccccc3s2)cc1NC(=S)NC(=O)c1cccc2ccccc12
  0, -72, 4, -33, -12, -78, 5, 7, -107, -23, -33
- COc1cc(NC(=S)NCc2ccc(S(N)(=O)=O)cc2)cc(OC)c1
  -1, 14, -9, -6, 1, -3, -17, -9, 14, -7, 8
- CCc1nc2ccc(C(=O)Nc3cccc(OC)c3)cn2c1N(C)Cc1ccc(OC)cc1
  -15, -7, 0, 6, ., 5, -5, ., -1, -20, -6
- CCOc1ccccc1-n1nnnc1SCC(=O)Nc1cc(C)on1
  -1, 8, -9, 3, -9, -22, -21, -2, 18, 26, 13
- CCCn1c(N)c(C(=O)CSc2nc(N)cc(=O)[nH]2)c(=O)n(C)c1=O
  0, 6, -17, 1, 6, -1, -1, 5, 0, -6, 7
- COc1cc2ncnc(NCc3cccc(F)c3F)c2cc1OC
  0, 6, -92, 4, 10, 9, 2, -4, 1, 7, 23
- O=C(OCC(=O)N1CCc2ccccc21)c1ccccc1[N+](=O)[O-]
  -3, -70, -5, 50, -33, -107, 30, 10, -121, -59, -78
- Cc1ccc(C(=O)N(Cc2ccc3c(c2)OCO3)Cc2nc3ccccc3c(=O)[nH]2)cc1
  20, 12, -4, 0, -2, 12, 5, 3, -4, -24, -9
- O=C(NC(=S)Nc1ccccc1N1CCOCC1)c1sc2ccccc2c1Cl
  -4, -2, 0, -5, 1, -8, -2, 8, -18, 2, -4
